MEKK3 PB1 HTS – MEKK3-MEK5 PB1 interaction, increase or decrease | Q99759 | binding response (% of control), % at 10 µM | AID 1529 | bead-based flow cytometry, Alexa488-MEK5 binding to MEKK3; actives lie on both sides; 0 = blocked by unlabeled MEK5, 100 = vehicle | 1.4% of 290,000 active;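 active = binding response more than 3 SD above or below the average of its plate-row segment, actives on both sides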;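 also: Alexa488 bead fluorescence after subtracting the streptavidin-only scavenger bead signal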
CHRM4 PAM – potentiates acetylcholine response at human M4 receptor; CHO-K1 hM4/Gqi5, Fluo-8 calcium fluorescence, ACh EC20; 0% = ACh EC20, 100% = maximal ACh; P08173; 0.4% of 360,000 active; activation, % at 3 µM;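 active = activation above its plate's cutoff, the mean activation of sample wells plus 3 SD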; also: some results filed as inactive read as strong as hits
PHOSPHO1 block – inhibitors of human PHOSPHO1 phosphatase. Q8TCT1. recombinant PHOSPHO1, absorbance phosphatase assay. inhibition, % at 13.3 µM. 1.1% of 290,000 active; in the data active = inhibition above about 60%
IDE cell activ – boosts human insulin-degrading enzyme activity in HEK cells | P14735 | FAbeta-B cleavage, fluorescence polarization; 0% vehicle, 100% cell-free pure enzyme wells | 0.073% of 340,000 active | activation, % at 5.96 µM | AID 493087;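 active = activation above the mean of all tested compounds plus 3 SD, set per screening campaign, cut at about 17% in these data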
CRFR2-BP antag – blocks CRF-induced signaling of the CRF-BP/CRF-R2 complex; HEK293 CRF-R2/CRF-BP, CRF-induced calcium fluorescence; inhibition, % at 11.8 µM; 0.59% of 350,000 active;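 active = inhibition of the ligand-induced calcium signal above about 50% at the single tested concentration, limit read from the data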
GalR3 antag – human GalR3 antagonism; O60755; HEK293 GalR3-CNG cAMP membrane potential fluorescence; galR3 body fused to GalR1 C-terminus; inhibition, % at 3 µM; 0.44% of 360,000 active; AID 651719;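 active = inhibition above the screen-wide average plus 3 SD, cut at about 13% in these data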;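 also: forskolin and galanin both at EC90 stimulate the cells; cAMP rise reported by CNG channel membrane potential dye signal; 0% = forskolin plus galanin with DMSO and 100% = forskolin alone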
pCIP destab – p/CIP protein destabilization. F442A p/CIP-EGFP cells, EGFP fluorescence, 16 h. decrease of EGFP signal, % at 10 µM. 0.01% of 290,000 active. AID 1984;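 active = EGFP signal decrease of at least 30% at 10 µM or well 3 SD below plate mean, unless failing retest; inactive = the rest, including hits failing retest or dose response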; also: some compounds called inactive have numbers as strong as hits; many of its hits are not listed in these tables
CRFBP-R2 agonist – agonists of human CRF-binding protein/CRF-R2 receptor complex; HEK293 CRF-R2/CRF-BP, calcium dye fluorescence (FLIPR); percent of saturating CRF peptide response; 0.46% of 350,000 active; activation, % at 13.2 µM; AID 588473;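 active = activation of at least 50%, plus an integration ratio under a set limit after plate pattern correction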;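 also: plate controls were neutral control wells without compound for no effect and CRF at EC100 for full effect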
IDE cell inh – cellular human IDE inhibition; P14735; HEK cells, FAbetaB cleavage, fluorescence polarization; 0.41% of 320,000 active; AID 434962; inhibition, % at 5.59 µM;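 active = percent inhibition above the average of all tested compounds plus 3 SD, set per screening campaign, cut at about 16% in these data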;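 also: IDE supplied by intact live HEK cells; FP after avidin binding of uncleaved biotin substrate so inhibition keeps polarization high; 0% = DMSO wells and 100% = 60 µM reference IDE inhibitor Ii1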
Active calls of the source: *; · = no result given.

Values run as follows: MEKK3 PB1 HTS | CHRM4 PAM | PHOSPHO1 block | IDE cell activ | CRFR2-BP antag | GalR3 antag | pCIP destab | CRFBP-R2 agonist | IDE cell inh
- C=C(C)Cn1c(C(C)NC(=O)CCC)nc2ccccc21 (centres undefined)
→ 103 | 12 | 48 | 2 | -5 | -4 | 0 | -3.4 | -4
- Cc1ccc(NC(=O)Cc2c(C(=O)O)n(C)c3ccccc23)cc1F
→ 97 | 3 | -25 | · | 26 | -5 | 20 | -1.3 | 5
- COc1ccc(NCc2nnc(-c3ccccc3)o2)cc1
→ 99 | 0 | 12 | -2 | -3 | -7 | -5 | -0.7 | 2
- Cn1c(=O)c(C(=O)Nc2ncccn2)c(O)c2ccccc21
→ 98 | -5 | -5 | 4 | -2 | -1 | -4 | -0.7 | 3
- COCCCNC(=S)N1CCN(c2nc(-c3ccccc3)cs2)CC1
→ 101 | -7 | -19 | -10 | 2 | -2 | 8 | 0.3 | 12
- Cc1cc(N2CCN(C(=O)c3ccco3)CC2)nc(-c2ccccc2)n1
→ 107 | -2 | 3 | 0 | 22 | -4 | -16 | -2.9 | 5
- CCN(CC)S(=O)(=O)c1ccc(C(=O)NC2=NCCS2)cc1
→ 99 | 0 | 26 | 2 | 1 | -1 | 0 | 0.4 | -1
- COc1cccc(CNC(=O)COc2ccc(C(=O)c3ccccc3)cc2)c1
→ 104 | -1 | 32 | 6 | 11 | -4 | 4 | 5.1 | -3
- Cc1ccc(F)cc1NC(=O)COC(=O)c1ccc2ncsc2c1
→ · | 2 | · | 2 | -12 | -4 | · | 1.3 | -3
- CCN(CC)c1ccc(NC(=O)CSc2n[nH]c(-c3ccco3)n2)cc1
→ · | 10 | · | 1 | -17 | -3 | · | -1.9 | 3
- O=C(COC(=O)COc1ccc(Cl)cc1Cl)Nc1cccnc1Cl
→ 137* | 4 | 3 | 9 | 33 | 1 | -2 | -1.7 | 3
- CCN(C[C@H]1N[C@@](C)(C(=O)OC)[C@H]2C(=O)N(Cc3ccccc3)C(=O)[C@@H]12)S(=O)(=O)c1ccc(F)cc1
→ · | 2 | · | 3 | 46 | -4 | · | -1.5 | -4
- COc1ccc(N2CCN(S(=O)(=O)CC34CCC(CC3=O)C4(C)C)CC2)cc1 (centres undefined)
→ 106 | -6 | 19 | 4 | -9 | 0 | 2 | 0.7 | 3
- COc1ccc(OC)c(C2C3CN(C(C)C)CC=C3C(C#N)=C(N)C2(C#N)C#N)c1 (centres undefined)
→ 109 | -4 | 16 | -4 | -21 | -7 | -12 | 24 | 8
- CCOc1ccc(S(=O)(=O)Nc2ccc(S(=O)(=O)N3CCOCC3)cc2)cc1
→ 105 | 8 | -3 | -3 | 5 | 0 | -13 | 0.2 | 10
- N#CC(C(=S)Nc1ccccc1)c1nc2ccccc2[nH]1 (centres undefined)
→ 90 | -11 | 8 | 2 | 9 | -2 | -6 | -5.8 | 3
- CC(=O)c1cccc(NC(=O)N2CCC(NC(=O)c3ccco3)CC2)c1
→ 103 | 6 | 43 | 2 | -1 | -10 | -12 | -1.0 | 3
- Cc1ccc(-c2nc3ncccc3o2)cc1NC(=O)c1ccccc1
→ 103 | -4 | 39 | 8 | 7 | -4 | -12 | -1.5 | -2
- Cc1nn(-c2ccc(F)cc2)c(Cl)c1C(=O)NCC1CCCO1 (centres undefined)
→ · | 18 | · | 3 | 6 | -5 | · | -0.7 | -2
- Cc1ccccc1NC(=O)CSCc1cc(=O)n2ccsc2n1
→ 98 | 2 | -27 | 2 | 17 | -4 | -6 | -1.3 | -2
- Cc1nnc(NC(=O)CSc2nnc(C)n2-c2ccc(F)cc2)s1
→ 95 | 7 | -6 | 4 | 14 | -5 | -21 | -0.3 | 2
- O=C(Nc1nc(-c2ccco2)c(-c2ccco2)s1)C1CC(=O)N(c2ccc3c(c2)OCCO3)C1 (centres undefined)
→ 104 | 8 | 7 | 1 | -14 | -7 | -24 | -2.8 | 6
- COC(=O)c1cn(C(=O)c2ccc(C)cc2)c2ccccc12
→ 105 | 6 | 17 | 5 | -6 | -2 | -16 | 0.5 | -5
- CCN(CC)C(=O)c1ccc(-c2nnc(OC)c3ccccc23)cc1
→ 101 | -18 | 36 | 3 | 7 | -1 | -8 | 1.7 | -2
- CCOc1ccc(CCNC(=O)COC(=O)C2CCN(c3ccc(C(F)(F)F)cn3)CC2)cc1OCC
→ · | -7 | · | -18 | 7 | -2 | · | 1.3 | 12
- COc1ccc(C(=O)C2CCCN(Cc3cccn3-c3ccc(Cl)cn3)C2)c(OC)c1 (centres undefined)
→ 102 | -13 | 15 | -1 | -3 | -12 | -25 | 11 | 1
- CCc1noc(C)c1C(=O)N1CCN(S(=O)(=O)c2ccccc2C(F)(F)F)CC1
→ · | 3 | · | -6 | 3 | 1 | · | -0.1 | -5
- Cc1[nH]c2ccccc2c1CCNC(=O)CCC(=O)c1ccccc1
→ 101 | -3 | 47 | -3 | -5 | -2 | -10 | 2.8 | -5
- Cn1c(SCC(=O)Nc2ccccc2Oc2ccccc2)nnc1C1CC1
→ · | 1 | · | 0 | -1 | -4 | · | -0.3 | 3
- CNc1c(NS(=O)(=O)c2ccc(F)cc2)c(=O)oc2ccccc12
→ 100 | -4 | 19 | -5 | 1 | 0 | -5 | -3.6 | 7
- CN(C)c1oc(-c2ccccc2)nc1C#N
→ 106 | 18 | -6 | -2 | 35 | -1 | 6 | -1.7 | 1
- COC(=O)c1ccc(C2C(C(C)=O)=C(O)C(=O)N2CCO)cc1 (centres undefined)
→ 102 | 19 | 21 | -4 | 17 | 1 | -2 | 4.4 | 6
- C[C@H](CO)N1C[C@H](C)[C@@H](CN(C)Cc2ccncc2)Oc2ccc(NC(=O)CCCCCC(=O)Nc3ccccc3N)cc2C1=O
→ · | 1 | · | -1 | 2 | -6 | · | 0.4 | 2
- COc1ccc(NC(=O)c2cccc(N3C(=O)C4CCC(C)CC4C3=O)c2)c(OC)c1 (centres undefined)
→ 99 | -11 | 42 | 4 | 13 | -9 | 2 | -0.4 | -11
- COC(=O)CSc1cc(C)nc2ccc(OC)cc12
→ 103 | -1 | 13 | 5 | -8 | 5 | 0 | 0.1 | 3
- COc1ccccc1N1CCN(C(=O)CCn2c(=O)[nH]c3ccccc3c2=O)CC1
→ 97 | 9 | 13 | -5 | -5 | -1 | 4 | -0.3 | 4
- Cc1cc(Cl)c(OCCOCCN2CCN(C)CC2)c(Br)c1
→ 108 | -2 | 8 | 3 | 13 | -4 | -5 | -0.6 | 3
- Nc1ccc2oc(=O)c3ccccc3c2c1
→ · | 14 | 14 | 3 | 5 | 0 | -1 | -0.8 | 0
- O=C(Nc1ccc2c(c1)OCO2)c1c(F)c(F)c(F)c(F)c1F
→ 94 | 6 | -2 | -5 | 14 | -7 | -3 | -2.6 | 2
- O=C(CCCCCNC(=O)c1ccccc1)N=Nc1c(O)[nH]c2c(Br)cc(Br)cc12
→ 110 | · | 3 | · | · | · | -4 | · | 3
- Cc1cc(C)c(S(=O)(=O)NCCn2ccc3ccccc32)c(C)c1
→ 102 | 2 | 22 | 0 | -10 | · | -12 | 3.2 | 4
- Cc1ccc2[nH]c(-c3ccccc3)c(CN3CCCC3)c(=O)c2c1
→ 101 | 13 | 40 | 1 | 29 | -6 | 3 | -1.1 | -2
- CC(C)[C@H]1COCCS(=O)(=O)N1Cc1cccc(Cl)c1
→ 101 | 6 | -2 | 7 | -5 | -7 | 2 | -1.2 | 2
- COCCCNC(=O)c1ccc(CSCc2ccc(C)cc2)o1
→ 104 | 4 | 34 | 1 | 3 | -9 | -15 | 0.2 | -1
- CN1CCN(C(=O)c2cnn3c2NC(c2ccccc2)CC3C(F)(F)F)CC1 (centres undefined)
→ 100 | 0 | 43 | 2 | 2 | -4 | -4 | 1.4 | 4
- Cc1cc([N+](=O)[O-])ccc1NCc1cccc2ccccc12
→ 101 | -13 | · | 1 | 17 | -3 | · | 0.1 | -6
- C=CCN(c1ccccc1)S(=O)(=O)c1cccc(C(=O)OCC(=O)NCCOC)c1
→ 108 | -5 | 19 | 4 | 55* | -4 | -6 | -2.4 | -2
- COc1cc(C(=S)N2CCOCC2)ccc1OC(=O)c1cc([N+](=O)[O-])cc([N+](=O)[O-])c1
→ 98 | 10 | 1 | 6 | 6 | 1 | -7 | -1.0 | 1
- O=C(c1ccco1)N1CCN(C(=O)c2nn3cccnc3c2Cl)CC1
→ 101 | 16 | 20 | 1 | 3 | -2 | 1 | -1.2 | 2
- C(/C=C/c1ccco1)=N/N1CCN(c2ccccc2)CC1
→ 101 | -3 | 28 | -1 | 38 | -1 | -6 | -0.2 | -3
- COc1ccc(Nc2nc(N3CCCCC3)c3ccccc3n2)cc1
→ 106 | -5 | 22 | 0 | -15 | -9 | -30 | -0.5 | 2
- Fc1ccc(CSc2nc3ncc(Br)cc3[nH]2)cc1
→ 106 | 11 | 18 | 6 | -13 | 2 | -6 | 1.8 | 4
- COc1ccc(-c2nn(-c3ccccc3)cc2C(=O)Nc2nc(CC(C)=O)ns2)cc1
→ 101 | -8 | 3 | 2 | -2 | -3 | -16 | 1.6 | -2
- CCOC(=O)c1cc(Cl)c2c(ccc3ccccc32)n1
→ · | 7 | · | · | -4 | 1 | · | -0.2 | ·
- Cc1cc(OCC(=O)Nc2nccs2)c2c(C)c(C)c(=O)oc2c1
→ · | 5 | · | · | 18 | -5 | · | -0.8 | ·
- O=c1[nH]nc(SCc2nnc(-c3ccc([N+](=O)[O-])cc3)o2)n1C1CCCCC1
→ 125 | -9 | 12 | 0 | 0 | -5 | 4 | 1.3 | 3
- Cn1c(=O)n(C)c2cc(N3CCCCC3)c(NC(=O)c3ccccc3)cc21
→ 102 | 4 | 18 | -1 | 1 | 3 | -3 | -0.8 | 1
- CCn1cnc2c(NCCc3cccnc3)nc(C#N)nc21
→ · | 10 | · | -3 | 2 | -4 | · | -1.8 | 0
- O=C(Nc1ccccc1Oc1cccnc1)C1CCCN(Cc2ccc(F)cc2)C1 (centres undefined)
→ 101 | 4 | 31 | 2 | 5 | -2 | -9 | 0.9 | 4
- Cc1ccc(C)c(N2C(=O)CC(Cc3ccccc3)C2=O)c1 (centres undefined)
→ 107 | -4 | 18 | -2 | 7 | -8 | -15 | -0.8 | -3
- CC(=O)Nc1ccc(NC(=O)COc2ccc(S(=O)(=O)N3CCCC3)cc2)cc1
→ 101 | 5 | 19 | -2 | 0 | -4 | 6 | -0.3 | 3
- Cc1cccc(CN(Nc2ccccc2)c2ccccc2)n1
→ · | 0 | · | · | 5 | -7 | · | -0.7 | ·
- c1ccc2cc(OCCN3CCCC3)ccc2c1
→ 98 | 3 | -5 | 6 | -6 | -4 | -8 | 0.9 | -3

In a second layout: three of the compounds above
MEKK3 PB1 HTS | CHRM4 PAM | PHOSPHO1 block | IDE cell activ | CRFR2-BP antag | GalR3 antag | pCIP destab | CRFBP-R2 agonist | IDE cell inh | Structure
106 | 11 | 18 | 6 | -13 | 2 | -6 | 1.8 | 4 | Fc1ccc(CSc2nc3ncc(Br)cc3[nH]2)cc1
101 | -8 | 3 | 2 | -2 | -3 | -16 | 1.6 | -2 | COc1ccc(-c2nn(-c3ccccc3)cc2C(=O)Nc2nc(CC(C)=O)ns2)cc1
· | 7 | · | · | -4 | 1 | · | -0.2 | · | CCOC(=O)c1cc(Cl)c2c(ccc3ccccc32)n1

Screening results as filed in PubChem.
